Screening results deposited in PubChem BioAssay by several laboratories.
SV40 large T antigen: TAg ATPase/helicase activity blockers – biochemical (AID 1903); SV40 large T antigen ATPase/helicase inhibition assay; higher % means a stronger effect; 0.39% of 310,000 active; inhibition, % at 20 µM, or IC50 in µM where a hit was titrated; in the data active = a potency from the dose series; inconclusive = inhibition mostly from about 32% at the one dose, without a potency; inactive = the rest, 99 in 100 with inhibition below about 32%; note: strong numbers were not always called active
NTR1 agonist: NTR1-driven beta-arrestin-GFP spot formation – imaging, U2OS cells, high content, primary screen (AID 493036); P30989; agonist mode; activation, % at 20 µM; 0.17% of 330,000 active;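 active = activation at or above 40% of the spot to cytoplasm intensity ratio, with at least 20 cells analyzed; inconclusive = wells under 20 cells, flagged as cytotoxic or low count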;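 note: 0% = DMSO without peptide and 100% = 100 nM NTR1 peptide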
Target sequence (P30989 whole entry, looked up): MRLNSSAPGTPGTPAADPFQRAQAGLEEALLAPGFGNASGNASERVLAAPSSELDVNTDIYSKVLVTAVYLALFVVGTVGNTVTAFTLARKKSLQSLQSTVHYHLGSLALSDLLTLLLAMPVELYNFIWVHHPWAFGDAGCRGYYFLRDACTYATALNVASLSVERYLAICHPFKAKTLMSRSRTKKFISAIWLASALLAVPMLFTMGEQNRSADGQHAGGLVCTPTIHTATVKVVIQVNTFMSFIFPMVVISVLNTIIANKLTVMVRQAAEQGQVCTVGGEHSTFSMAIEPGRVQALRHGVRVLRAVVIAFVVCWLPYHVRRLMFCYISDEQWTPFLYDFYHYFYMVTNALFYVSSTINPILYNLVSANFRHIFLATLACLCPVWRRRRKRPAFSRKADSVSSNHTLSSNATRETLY
T cell HTS: modulates CD8 T cell binding to vesicles. AID 2052. calls only at 7 µM. 0.068% of 330,000 active. 2C CD8+ T cell-vesicle binding, flow cytometry; stronger effect = lower value;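 active = response, share of CD8 T cells binding vesicles, and their 90th percentile fluorescence all below set limits, cut at about 80% in these data, passing the limit was not always enough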
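Incubation: binding step 1.5 h, 37 °C, antibody labelling 20 min, ice; system: murine 2C transgenic CD8+ T lymphocytes; technique: cytometric PE anti-B7-1 and Alexa647 anti-CD8 signals after 1% paraformaldehyde fixation; also added: QL9-charged Drosophila Ld/ICAM-1/B7-1 vesicles; control set: naked versus QL9-loaded vesicles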
West Nile antiviral: West Nile virus antiviral activity, cell-based, CPE readout (AID 1621); West Nile virus-infected cells, CPE inhibition; higher % means a stronger effect; CPE inhibition, % at 10 µM; hits with a dose series show IC50 in µM; 0.02% of 290,000 active; in the data active = a potency from the dose series; inconclusive = CPE inhibition mostly from about 3.7% at the one dose, without a potency; inactive = the rest, 99 in 100 with CPE inhibition below about 2.2%; note: strong numbers were not always called active
PhoP inhibition: inhibitors of PhoP regulon expression, primary screen, Salmonella Typhimurium, GFP reporter (AID 1863). inhibition, % at 50 µM, or IC50 in µM where a hit was titrated. 0.16% of 300,000 active. S. Typhimurium PhoP-regulated promoter GFP reporter, 4 h; higher % means a stronger effect;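 active = inhibition over 29.93%, a cutoff 3 SD above the screen mean, later confirmed by dose response; inconclusive = inhibition over 29.93% but no dose response follow-up; inactive = inhibition at most 29.93% or unconfirmed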;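 note: 0% = low Mg2+ inducing control and 100% = high Mg2+ repressing control; strong numbers were not always called active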
RSV CPE inhibition: inhibition of RSV-induced cytopathic effect – HEp-2 cells, primary 10 µM value included (AID 2391). HEp-2 cells, RSV-induced CPE inhibition; higher % means a stronger effect. 0.13% of 310,000 active. CPE inhibition, % at 10 µM, or IC50 in µM where a hit was titrated; in the data active = a potency from the dose series; inconclusive = CPE inhibition mostly from about 23% at the one dose, without a potency; inactive = the rest, 99 in 100 with CPE inhibition below about 21%; note: strong numbers were not always called active
UTI89 phage lysis: inhibition of K1F phage lysis, E. coli UTI89, bacterial capsule biogenesis inhibitors, alamar blue (AID 488966). E. coli UTI89 K1F phage lysis, alamar blue, 2 h; higher % means a stronger effect. one-dose inhibition, % at 100 µM; IC50 in µM for titrated hits. 0.02% of 340,000 active;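 active = phage lysis inhibition, versus mean bacterial control, above a set limit; inconclusive = no clear call, values can overlap the other calls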;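 note: capsule biogenesis inhibitors block K1F phage lysis so surviving cells raise fluorescence; higher fluorescence means more inhibition of phage lysis; actives were called in the ten point dose series up to 300 µM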
MgcRacGAP inhibition: MgcRacGAP GTPase-activating activity inhibitors, confirmation, biochemical, ADP Hunter fluorescence. MgcRacGAP-stimulated Rac1 GTP hydrolysis, ADP Hunter fluorescence; higher % means a stronger effect; GST-tagged Rac1 F28L mutant substrate. one-dose inhibition, % at 30 µM; IC50 in µM for titrated hits. 0.6% of 340,000 active. AID 624330;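 active = first-screen hits whose inhibition reached a set limit at any dose in the follow-up dose series; inconclusive = inhibition above the set first-screen limit but never retested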;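 note: fluorescence reports GDP produced by GAP-driven GTP hydrolysis; strong numbers were not always called active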
NS5 inhibitors: Dengue-2 NS5 methyltransferase inhibitors, primary screen, biochemical, confirmation dose response (AID 588689); Dengue-2 NS5 methyltransferase capping enzyme assay, biochemical; higher % means a stronger effect; inhibition, % at 25 µM, or IC50 in µM where a hit was titrated; 0.3% of 340,000 active; in the data active = a potency from the dose series; inconclusive = inhibition above about 29% without an active follow-up result
T cell HTS vesicle-bound %: further read-out of T cell HTS, marked with its call; double positive events, %; measured here: CD8+ vesicle-bound cell fraction;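 binding gate set so that unloaded-vesicle control wells show 10% double positive cells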
NTR1 agonist cell count 20 µM: second read-out of NTR1 agonist, no call of its own (marks repeat the call); cell count; measured here: cell count, cytotoxicity flag
NS5 inhibitors pilot replicate: further read-out of NS5 inhibitors, marked with its call; inhibition, %; measured here: pilot screen replicate inhibition
The depositor's hits bear a star; [ ] = dose if it differs, or a comment.

CSc1nnc(-c2ccc(S(=O)(=O)N3CCCCC3)cc2)o1 was read as SV40 large T antigen 6%, NTR1 agonist 1.1, T cell HTS inactive, West Nile antiviral -0.8%, PhoP inhibition 5%, RSV CPE inhibition 9.2%, UTI89 phage lysis -0.4%, MgcRacGAP inhibition 1%, NS5 inhibitors -6%, T cell HTS vesicle-bound % 20 and NTR1 agonist cell count 20 µM 48.
Screening COc1ccc(CCNCc2c(-c3ccccc3)n(C)c3ccccc23)cc1 returned SV40 large T antigen 1%, NTR1 agonist 7.5, T cell HTS inactive, West Nile antiviral -2.4%, PhoP inhibition 14%, RSV CPE inhibition 21%, UTI89 phage lysis 0.2%, MgcRacGAP inhibition inconclusive, NS5 inhibitors 5%, T cell HTS vesicle-bound % 39 and NTR1 agonist cell count 20 µM 87.
For C[C@H](CO)N1C[C@H](C)[C@@H](CN(C)S(=O)(=O)c2cccs2)Oc2ccc(NC(=O)Nc3ccccc3)cc2C1=O the results were NTR1 agonist 0.5, T cell HTS inactive, UTI89 phage lysis 0.1%, MgcRacGAP inhibition 12%, NS5 inhibitors -8%, T cell HTS vesicle-bound % 5, NTR1 agonist cell count 20 µM 48 and NS5 inhibitors pilot replicate -10.
Screening CN(C)c1nc(-c2ccccc2)cc(C(F)(F)F)c1C#N returned SV40 large T antigen -2%, NTR1 agonist 6.7, T cell HTS inactive, West Nile antiviral -0.4%, PhoP inhibition -1%, RSV CPE inhibition -1.1%, UTI89 phage lysis 0.1%, MgcRacGAP inhibition 4%, NS5 inhibitors -9%, T cell HTS vesicle-bound % 36 and NTR1 agonist cell count 20 µM 50.
Screening CC(C)(C)NC(=O)C(c1ccc(O)cc1)N(C(=O)CCC(=O)Nc1nccs1)c1ccc(F)cc1 (centres undefined) returned SV40 large T antigen 18%, NTR1 agonist 1.4, T cell HTS inactive, West Nile antiviral 0.8%, PhoP inhibition 7%, RSV CPE inhibition 0.0%, UTI89 phage lysis -1.2%, MgcRacGAP inhibition 1%, NS5 inhibitors 5%, T cell HTS vesicle-bound % 47 and NTR1 agonist cell count 20 µM 35.
`CCC(C)(C)c1ccc(OC(=O)c2cccnc2Cl)cc1` gave SV40 large T antigen 8%, NTR1 agonist 6.3, T cell HTS inactive, West Nile antiviral 0.3%, PhoP inhibition 4%, RSV CPE inhibition 1.1%, UTI89 phage lysis 0.2%, MgcRacGAP inhibition 4%, NS5 inhibitors -7%, T cell HTS vesicle-bound % 42 and NTR1 agonist cell count 20 µM 34.
Screening N#CC1(NC(=O)COc2ccc3oc4ccccc4c3c2)CCCCC1 returned SV40 large T antigen 1%, NTR1 agonist 0.8, T cell HTS inactive, West Nile antiviral -1.9%, PhoP inhibition 17%, RSV CPE inhibition -0.2%, UTI89 phage lysis 3.0%, MgcRacGAP inhibition 10%, NS5 inhibitors 0%, T cell HTS vesicle-bound % 51 and NTR1 agonist cell count 20 µM 33.
O=C(CSc1nnc(CNc2ccc(Cl)cc2)n1Cc1ccccc1)NCc1ccco1 was read as SV40 large T antigen 9%, NTR1 agonist -0.1, T cell HTS inactive, West Nile antiviral -0.5%, PhoP inhibition -8%, RSV CPE inhibition 0.1%, UTI89 phage lysis -0.2%, MgcRacGAP inhibition 6%, NS5 inhibitors 6%, T cell HTS vesicle-bound % 26 and NTR1 agonist cell count 20 µM 88.
Screening COc1cc(OC)cc(-c2c(-c3cccs3)c3cc(-c4ccc5cc[nH]c5c4)ccc3n2C)c1 returned NTR1 agonist -0.4, T cell HTS inactive, RSV CPE inhibition 6.2%, UTI89 phage lysis -1.0%, MgcRacGAP inhibition 7%, NS5 inhibitors -9%, T cell HTS vesicle-bound % 44 and NTR1 agonist cell count 20 µM 52.
CC1CCCN(C(=O)COc2ccc3c(c2)OCO3)C1 (centres undefined) was read as SV40 large T antigen -10%, NTR1 agonist -1.5, T cell HTS inactive, West Nile antiviral -0.3%, PhoP inhibition -7%, RSV CPE inhibition 0.7%, UTI89 phage lysis -0.1%, MgcRacGAP inhibition 10%, NS5 inhibitors 6%, T cell HTS vesicle-bound % 71 and NTR1 agonist cell count 20 µM 52.
Screening CCCCOc1ccc(Cl)cc1CSc1nncn1N returned SV40 large T antigen -5%, NTR1 agonist 1.2, T cell HTS inactive, West Nile antiviral -0.9%, PhoP inhibition 1%, RSV CPE inhibition -1.2%, UTI89 phage lysis 7.8%, MgcRacGAP inhibition 5%, NS5 inhibitors -4%, T cell HTS vesicle-bound % 8 and NTR1 agonist cell count 20 µM 51.
CC1CCN(CCCNC(=O)CN2C(=O)CSc3ccc(S(=O)(=O)N4CCC(C)CC4)cc32)CC1 was read as SV40 large T antigen 2%, NTR1 agonist 0.0, T cell HTS inactive, West Nile antiviral 0.1%, PhoP inhibition 7%, RSV CPE inhibition -0.7%, UTI89 phage lysis 0.0%, MgcRacGAP inhibition -9%, NS5 inhibitors -9%, T cell HTS vesicle-bound % 17 and NTR1 agonist cell count 20 µM 60.
CCCCCN=C(C)c1c(O)c2ccccc2oc1=O was read as SV40 large T antigen 8%, NTR1 agonist -0.1, T cell HTS inactive, West Nile antiviral 0.0%, PhoP inhibition -18%, RSV CPE inhibition 4.1%, UTI89 phage lysis 0.6%, MgcRacGAP inhibition 12%, NS5 inhibitors -15%, T cell HTS vesicle-bound % 58 and NTR1 agonist cell count 20 µM 64.
For Cc1cc(NS(=O)(=O)c2ccc(NS(=O)(=O)c3ccc(Br)cc3)cc2)no1 the results were SV40 large T antigen 2%, NTR1 agonist 1.5, T cell HTS inactive, West Nile antiviral 0.9%, PhoP inhibition -3%, RSV CPE inhibition 0.8%, UTI89 phage lysis 0.1%, MgcRacGAP inhibition 9%, NS5 inhibitors -5%, T cell HTS vesicle-bound % 46 and NTR1 agonist cell count 20 µM 47.
Screening Cc1cc(C(=O)CN2C(=O)c3ccccc3C2=O)c(C)n1C1CC1 returned SV40 large T antigen -3%, NTR1 agonist 1.3, West Nile antiviral 1.0%, PhoP inhibition -2%, RSV CPE inhibition 1.6%, UTI89 phage lysis 4.3%, MgcRacGAP inhibition -4%, NS5 inhibitors -3% and NTR1 agonist cell count 20 µM 49.
`CCOc1ccc(/C=N/NC(=O)NC23CC4CC(CC(C4)C2)C3)cc1O` gave SV40 large T antigen 11%, NTR1 agonist 14, T cell HTS inactive, West Nile antiviral 1.0%, PhoP inhibition 6%, RSV CPE inhibition 13%, UTI89 phage lysis -2.7%[50 µM], MgcRacGAP inhibition 148µM*, NS5 inhibitors -9%, T cell HTS vesicle-bound % 6 and NTR1 agonist cell count 20 µM 61.
For CC(=O)Nc1ccc(SCC(=O)OCC(=O)NC(=O)NCCC(C)C)cc1 the results were SV40 large T antigen 11%, NTR1 agonist 2.2, T cell HTS inactive, West Nile antiviral -0.2%, PhoP inhibition -6%, RSV CPE inhibition 2.7%, UTI89 phage lysis -1.2%, MgcRacGAP inhibition 6%, NS5 inhibitors 3%, T cell HTS vesicle-bound % 52 and NTR1 agonist cell count 20 µM 40.
Screening COc1cc(OC)c2c(c1C(CCN1CCOCC1)c1ccc(N(C)C)cc1)OC(=O)CC2c1ccc(N(C)C)cc1 (centres undefined) returned SV40 large T antigen 4%, NTR1 agonist -3.0, West Nile antiviral -0.2%, PhoP inhibition -7%, RSV CPE inhibition -0.1%, UTI89 phage lysis 1.1%, MgcRacGAP inhibition 13%, NS5 inhibitors -5% and NTR1 agonist cell count 20 µM 90.
Screening Cc1ccc(OC(=S)Nc2ccc(F)cc2)cc1 returned SV40 large T antigen 13%, NTR1 agonist -1.3, T cell HTS inactive, West Nile antiviral 0.6%, PhoP inhibition 6%, RSV CPE inhibition 1.7%, UTI89 phage lysis -0.2%, MgcRacGAP inhibition 13%, NS5 inhibitors 1%, T cell HTS vesicle-bound % 16 and NTR1 agonist cell count 20 µM 95.
`O=C(O)c1cccc(NS(=O)(=O)c2ccc(-c3ccc(S(=O)(=O)Nc4cccc(C(=O)O)c4)cc3)cc2)c1` gave SV40 large T antigen 14%, NTR1 agonist -0.2, T cell HTS inactive, West Nile antiviral -0.3%, PhoP inhibition 9%, RSV CPE inhibition 0.0%, UTI89 phage lysis -0.5%, MgcRacGAP inhibition 1%, NS5 inhibitors 49µM*, T cell HTS vesicle-bound % 27 and NTR1 agonist cell count 20 µM 36.
For Cc1c(NC(=S)N/N=C/c2ccc(Br)cc2)c(=O)n(-c2ccccc2)n1C the results were SV40 large T antigen 19%, NTR1 agonist -0.6, T cell HTS inactive, West Nile antiviral -0.4%, UTI89 phage lysis 1.3%, MgcRacGAP inhibition 9%, NS5 inhibitors -9%, T cell HTS vesicle-bound % 42 and NTR1 agonist cell count 20 µM 53.
COc1cc(OC)cc(C(=O)NC2=NCCS2)c1 was read as SV40 large T antigen 12%, NTR1 agonist 1.4, T cell HTS inactive, West Nile antiviral -0.7%, PhoP inhibition 1%, RSV CPE inhibition 1.6%, UTI89 phage lysis 0.3%, MgcRacGAP inhibition 13%, NS5 inhibitors 2%, T cell HTS vesicle-bound % 13 and NTR1 agonist cell count 20 µM 89.
CCN1CCN(c2ccc(S(=O)(=O)N3CCCCC3)cc2NC(=O)COc2cc(C)ccc2Cl)CC1 was read as SV40 large T antigen 12%, NTR1 agonist 4.5, T cell HTS inactive, PhoP inhibition 1%, RSV CPE inhibition -1.0%, UTI89 phage lysis 0.3%[50 µM], MgcRacGAP inhibition 2%, NS5 inhibitors 2%, T cell HTS vesicle-bound % 16 and NTR1 agonist cell count 20 µM 57.
`CC(=O)N1CCN(c2ccccc2NC(=O)c2cc(Br)ccc2Cl)CC1` gave SV40 large T antigen 13%, NTR1 agonist 0.4, T cell HTS inactive, West Nile antiviral -0.4%, PhoP inhibition 10%, RSV CPE inhibition 3.1%, UTI89 phage lysis 0.1%, MgcRacGAP inhibition -9%, NS5 inhibitors 3%, T cell HTS vesicle-bound % 14 and NTR1 agonist cell count 20 µM 49.
